High-throughput results from PubChem.
EP2 modulator – modulators of human EP2 prostaglandin E2 receptor | P43116 | EP2-expressing cells, cAMP HTRF FRET, PGE2 co-stimulation | induction, % at 25 µM | 260,000 compounds, 0.83% hits | AID 940;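 active = compounds whose cAMP rise, as percent of the full-agonist control response, exceeds 60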;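 also: rat C6 glioma line stably carrying human EP2 under a CMV promoter; the protocol text gives 20 µM as final concentration; 100% = response of wells given 1 µM PGE2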
Target sequence (P43116 whole entry, looked up): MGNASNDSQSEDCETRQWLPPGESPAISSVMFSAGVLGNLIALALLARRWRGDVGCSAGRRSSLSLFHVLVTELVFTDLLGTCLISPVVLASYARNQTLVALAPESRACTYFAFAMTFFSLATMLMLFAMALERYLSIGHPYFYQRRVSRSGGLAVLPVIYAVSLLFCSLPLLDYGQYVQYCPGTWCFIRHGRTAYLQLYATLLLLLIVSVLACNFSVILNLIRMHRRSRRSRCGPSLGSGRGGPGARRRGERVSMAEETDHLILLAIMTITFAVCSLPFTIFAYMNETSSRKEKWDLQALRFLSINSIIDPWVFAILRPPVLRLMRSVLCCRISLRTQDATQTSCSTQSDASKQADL
BaF3 tox – counter-screen for JAK2V617F inhibitors: parental Ba/F3 viability inhibitors. CellTiter-Glo ATP luminescence. inhibition, % at 5.6 µM. 220,000 compounds, 1.1% hits;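 active = inhibition above a per-campaign cutoff, the mean inhibition of all tested compounds plus 3 SD, cut at about 27% in these data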;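 also: 0% = DMSO wells and 100% = JAK Inhibitor I control wells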
PERK inh – blocks human PERK kinase; Q9NZJ5; CHO PERK-DD fusion, SEAP luminescence translation reporter; 220,000 compounds, 0.17% hits; inhibition, % at 5.6 µM;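 active = inhibition above the mean inhibition of all tested compounds plus 3 SD, set separately per screening campaign, cut at about 2.9% in these data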;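 also: PERK kinase domain activated by AP20187 dimerizer at 100 nM; 0% = DMSO with dimerizer and 100% = rapamycin at 8.4 µM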
S1P4 antag – human S1P4 receptor antagonism. O95977. S1P4-expressing cells, antagonist mode, reporter read-out. inhibition, % at 4.98 µM. 220,000 compounds, 0.26% hits. AID 1510; in the data active = inhibition above about 29%;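 also: 0% = wells stimulated with agonist and 100% = vehicle wells without agonist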
Target sequence (O95977 whole entry, looked up): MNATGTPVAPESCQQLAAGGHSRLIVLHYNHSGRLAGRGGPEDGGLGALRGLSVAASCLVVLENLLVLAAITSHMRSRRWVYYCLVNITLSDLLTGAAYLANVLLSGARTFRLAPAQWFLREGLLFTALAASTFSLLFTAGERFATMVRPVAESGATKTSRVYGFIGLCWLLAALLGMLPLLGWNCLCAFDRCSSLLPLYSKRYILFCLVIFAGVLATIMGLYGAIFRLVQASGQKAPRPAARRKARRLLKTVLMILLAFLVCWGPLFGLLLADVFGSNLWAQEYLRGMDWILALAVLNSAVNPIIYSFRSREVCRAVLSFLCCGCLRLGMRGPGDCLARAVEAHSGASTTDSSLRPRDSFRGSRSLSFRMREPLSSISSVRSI
zfTRPN1 agonist – zebrafish TRPN1 (NompC) channel agonism. 220,000 compounds, 0.18% hits. activation, % at 3 µM. HEK293 zebrafish TRPN1-YFP, Fluo-8 calcium fluorescence; 100% = response to 87 µM carbachol;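 active = activation above its plate's cutoff, the mean activation of test wells on that plate plus 3 SD, cut at about 19% in these data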;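 also: 0% = DMSO alone and 100% = 87 µM carbachol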
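Material: zebrafish TRPN1-YFP in HEK293 cells; Doses: single test compound dose, 3 µM nominal, 0.3% DMSO; Timing: dye loading 1 h at 37 °C, then 30 min room temperature; Technique: intracellular calcium fluorescence with Fluo-8; Benchmarks: high carbachol 87 µM, low DMSO alone.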
S1P4 ag – human S1P4 receptor agonism | 220,000 compounds, 0.35% hits | AID 1509 | O95977 | S1P4-expressing cell line, agonist reporter assay | activation, % at 4.98 µM; in the data active = activation above about 11%;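 also: 0% = DMSO vehicle and 100% = reference agonist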
m-calpain inh – calpain II (pig) inhibition; 220,000 compounds, 0.37% hits; AID 1236; inhibition, % at 16 µM; purified calpain II, fluorogenic peptide substrate, 30 min;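 active = inhibition above about 50%, limit read from the data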
Ba/F3 V617F tox – loss of viability in JAK2V617F-driven Ba/F3 cells. inhibition, % at 5.6 µM. AID 1446. 220,000 compounds, 1.1% hits. Ba/F3 EpoR-JAK2V617F viability, ATP luminescence;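 active = inhibition above the campaign mean plus 3 SD over all tested compounds, cut at about 24% in these data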;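 also: cytokine-independent growth of Ba/F3 cells driven by EpoR plus mutant JAK2; 0% = DMSO-treated cells and 100% = JAK inhibitor I control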
TRPML3 agonist – agonists of human TRPML3 channel | Q8TDD5 | HEK293 TRPML3-YFP, Fluo-8 calcium fluorescence; 100% = the carbachol control signal | activation, % at 3 µM | 220,000 compounds, 0.29% hits;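 active = activation above its plate's cutoff, the mean activation of the plate's test wells plus 3 SD, cut at about 12% in these data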;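 also: 0% = DMSO only wells and 100% = carbachol wells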
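Test system – HEK293 line with stable expression of human TRPML3-YFP channel · Control set – carbachol 87 µM final as high control (100%), DMSO as low control (0%) · Signal – Fluo-8 calcium dye fluorescence, ex 470-495, em 515-575 nm · Incubation – 1-h 37 °C dye load, 5-s basal, 120-s post-compound reads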
Active calls of the source: *; i = inactive; nt = no result given; & = joins results of further samples.

| Compound | EP2 modulator | BaF3 tox | PERK inh | S1P4 antag | zfTRPN1 agonist | S1P4 ag | m-calpain inh | Ba/F3 V617F tox | TRPML3 agonist |
| --- | --- | --- | --- | --- | --- | --- | --- | --- | --- |
| CC1(C)C(=O)C2(CCCCC2)C(=O)OC1c1ccc(O)cc1 (stereo not given) | 42 | 4 | 0.7 | -9 | 0.8 | -0.9 | -2 | 0 | -0.3 |
| O=C1OC(N2CCN(C(=O)C3CCCO3)CC2)c2ccccc21 (stereo not given) | 0 | 1 | 1.0 | -25 | 1.3 | 2.2 | 14 | -1 | 0.1 |
| CCOC(=O)CSc1nc(C)cc2c1C(=O)OC2 | -27 | -2 | 1.1 | -6 | -0.1 | -0.2 | 4 | -1 | 0.0 |
| Cc1cc(NC(=O)CSc2nc(C(C)(C)C)nc3ccccc23)no1 | 17&24 | 4 | -1.0 | -1 | 0.8 | 2.2 | 17 | 0 | 0.6 |
| Cc1cccc(C2=NN(c3ccc(Br)cc3)[C@@H](C(=O)N3CCOC3=O)[C@@H]2c2ccc(F)cc2)c1 | 16 | 7 | -0.8 | 5 | 0.1 | 2.3 | -280 | 0 | 0.8 |
| CC(=O)Nc1ccccc1-c1nc2ccc(C(=O)N3CCN(c4cccc(C)c4)C(C)C3)cc2[nH]c1=O (stereo not given) | -27 | 6 | -0.7 | -15 | 2.5 | -2.4 | 0 | 6 | 0.4 |
| COC(=O)C1CC(=O)N(Cc2ccccc2)C1 (stereo not given) | 8 | 9 | 0.6 | 12 | 0.1 | 0.0 | -28 | 2 | -0.1 |
| Cc1nc(SCC(=O)O)n[nH]1 | -23&26 | -4 | 1.2 | 2 | 0.2 | 0.1 | -4 | 1 | 0.4 |
| O=C(O)C1OC(Oc2cc3oc(-c4ccccc4)cc(=O)c3c(O)c2O)C(O)C(O)C1O (stereo not given) | 17 | 3 | -0.1 | 0 | 0.2 | -0.2 | 3 | -4 | 0.6 |
| COC(=O)c1c(NC(=O)C2CC2)sc(C(=O)Nc2ccccc2)c1C | 4 | 6 | 0.7 | -15 | 0.9 | 1.1 | 26 | 2 | 0.9 |
| c1ccc(Oc2c3ccccc3nc3ccccc23)cc1 | 33 | -5 | 0.6 | -13 | 2.4 | 3.6 | -57 | -2 | 3.1 |
| CCOc1ccc(CC(=O)Nc2nccs2)cc1OCC | 12 | 8 | -0.8 | -4 | 0.9 | 0.1 | 10 | 0 | 0.8 |
| Cn1nc(-c2ccccc2)c(C#N)c1Sc1cccc(Cl)c1 | 8 | 7 | 0.9 | -1 | 0.7 | 1.6 | 38 | 1 | -0.3 |
| O=C(NCCCn1ccnc1)c1ccc(Br)c(S(=O)(=O)N2CCOCC2)c1 | 10 | -3 | -0.4 | -16 | 0.8 | 0.5 | 17 | -3 | 0.0 |
| CCn1c2ccccc2c2cc([N+](=O)[O-])ccc21 | 77* | 7 | 0.6 | -3 | -2.0 | -0.4 | -21 | -2 | 0.2 |
| O=C(O)CCNc1ccc2c(c1)OCCO2 | 27 | 3 | 1.0 | -17 | 1.5 | 0.9 | -28 | -1 | 0.9 |
| N#CC1=C(N)OC2=C(C(=O)CC(c3ccccc3)C2)C1c1ccc2c(c1)OCO2 (stereo not given) | 29 | 3 | 0.1 | 6 | -2.5 | 2.9 | -6 | -1 | -1.9 |
| Cc1ccc(N2C(=O)CSC2=S)cc1C | -2 | 9 | -1.1 | 3 | 1.5 | 4.1 | 3 | 0 | 0.6 |
| CCOC(=O)c1cc(-c2ccccc2)sc1NC(=O)COC(=O)c1ccc(Cl)c(S(N)(=O)=O)c1 | -20 | -1 | 0.1 | -5 | -0.9 | -2.2 | -32 | -3 | 0.4 |
| Cc1cc(NC(=O)c2ccc3c(c2)OCO3)no1 | 18 | 3 | 0.7 | -17 | -0.4 | -0.1 | 18 | -3 | 0.5 |
| C=CCN(CC=C)Cc1c(C)[nH]c2ccc(C(=O)OCC)cc2c1=O | -30&35 | 2 | -0.1 | -4 | -0.3 | -1.9 | -78 | 2 | -0.2 |
| CC(=O)N1CCc2cc(Br)cc(S(=O)(=O)NCC3CCCO3)c21 (stereo not given) | 7 | 1 | -0.2 | -1 | -0.3 | 1.2 | 22 | 2 | 0.9 |
| C(=N\n1cnnc1)/c1cccc(OCCOc2ccccc2)c1 | 7 | 4 | 0.3 | 5 | 1.3 | 0.7 | -1 | 2 | 1.0 |
| Cc1nc(N)nc(Nc2ccc(C#N)cc2)c1Br | 1 | 2 | 1.4 | -4 | 1.1 | -1.4 | 4 | -4 | 0.1 |
| COc1ccc(C2N=C(c3ccccc3)C(C)(C)N2O)cc1OC (stereo not given) | 11 | 6 | 0.6 | -3 | 0.1 | 0.3 | 20 | 2 | 0.3 |
| O=C(NCCS(=O)c1ccc(Cl)cc1)c1cccc(Cl)c1 (stereo not given) | -45 | 4 | 0.6 | -8 | 0.4 | 0.1 | 0 | 4 | 0.8 |
| COc1ccc(CC(=O)OCn2nnc3ccccc3c2=O)cc1OC | 20 | 4 | 0.3 | -5 | -0.5 | -0.1 | -16 | -1 | 0.8 |
| Cc1ccc(C(=O)Nc2ccccc2)cc1S(=O)(=O)Nc1ccc(Cl)cn1 | -9 | 4 | 0.3 | -19 | -0.3 | 2.7 | -67 | -3 | -0.7 |
| Cn1cc(C(=O)Nc2ccc(F)c(Cl)c2)cn1 | -15 | 5 | -0.1 | -26 | 0.8 | 0.9 | 19 | 2 | 0.5 |
| CN1/C(=C/C(=O)c2nc(S(C)(=O)=O)ncc2Cl)C(C)(C)c2ccccc21 | -47 | 92* | -0.4 | 65* | 1.1 | -6.8 | -4 | 87* | 1.3 |
| O=C(NNC(=O)c1ccccc1Cl)c1ccccc1Cl | -9 | 2 | 2.0 | 6 | 1.6 | 0.6 | 11 | 2 | 0.6 |
| COc1ccccc1N1CCN(C(=O)CSc2nnc(NC(=O)c3ccco3)s2)CC1 | 25 | 2 | 0.9 | 0 | 0.9 | -1.9 | 16 | 0 | 0.6 |
| O=C(CNS(=O)(=O)/C=C/c1ccccc1)OCC(=O)N1CCC(Cc2ccccc2)CC1 | -2 | -2 | -0.3 | -1 | 1.1 | 2.1 | 26 | -2 | -0.9 |
| CCC(CC)NC(=O)Nc1cccc(C)c1C | 32 | 5 | 0.3 | 0 | -0.8 | 0.8 | -12 | 0 | 0.6 |
| COC(=O)c1nnn(-c2cccc(Cl)c2)c1C(=O)OC | 5 | -1 | -1.1 | -4 | 1.9 | 1.5 | -21 | 0 | 0.7 |
| Cc1ccc(-c2nnn(CC(=O)Nc3cccc4cccnc34)n2)o1 | -43&-100 | 3 | 1.4 | -22 | 0.8 | 0.1 | -16 | -2 | 0.0 |
| Cc1c(Cl)cccc1NC(=O)CC1SCCNC1=O (stereo not given) | 17 | 2 | -0.2 | -12 | 0.7 | -0.1 | -21 | 3 | 0.4 |
| Cn1nc(-c2ccc(Cl)cc2)cc1NC(=O)Nc1ccccc1 | -64 | -3 | 0.9 | -2 | 5.0 | -0.1 | 13 | -1 | 3.2 |
| Cc1ccc(/C=N/NC(=O)c2cccc(S(=O)(=O)Nc3ccccc3Cl)c2)s1 | -4 | 10 | 0.3 | -1 | -0.5 | 1.7 | -18 | 6 | -0.2 |
| O=P(c1ccccc1)(c1ccccc1)C(O)c1ccncc1 (stereo not given) | 10 | 1 | 0.8 | -4 | 0.1 | -0.6 | 27 | -2 | 0.7 |
| Cn1cc(Br)c(-c2cccc(NC(=O)CC(C)(C)CC(=O)O)c2)n1 | 25 | -5 | -0.3 | 16 | -0.1 | -0.2 | -13 | -2 | 0.5 |
| CCn1c(=NC(=O)c2ccc(S(=O)(=O)N(C)C)cc2)sc2cccc(OC)c21 | 76* | 6 | 0.5 | -6 | 0.5 | 1.1 | i | 0 | 1.0 |
| CCCCOC(=O)c1ccc(NC(=O)c2cc(Cl)c(Cl)cc2C(=O)O)cc1 | -28 | 2 | 0.5 | 14 | -2.7 | 0.9 | -25 | -6 | -0.1 |
| Fc1ccc(CSc2ccc(-c3ccco3)nn2)cc1 | 20 | 10 | 0.8 | -2 | -1.6 | 0.6 | 1 | 1 | -0.7 |
| Cn1c2ccccc2c2nnc(SC3CCOC3=O)nc21 (stereo not given) | 18 | 1 | 0.0 | -10 | 0.4 | 2.7 | -4 | 2 | 0.3 |
| O=C(NCCOc1ccccc1)c1cc(C(=O)NCCOc2ccccc2)cc([N+](=O)[O-])c1 | -8 | 5 | -1.1 | -15 | 0.6 | 1.2 | 23 | 3 | 1.6 |
| CC(C)c1nc2oc3c(NCC4CCCO4)ncnc3c2c2c1CCC2 (stereo not given) | 38 | 0 | -1.4 | -16 | -0.7 | 0.1 | -86 | 7 | -0.3 |
| COc1cc2nc(SCC(=O)NC3CC3)n(CCC3=CCCCC3)c(=O)c2cc1OC | nt | 2 | 0.4 | -13 | -0.2 | -1.2 | nt | -2 | 0.3 |
| Cc1ccc(-c2nc(NCCN3CCOCC3)c3ccccc3n2)cc1 | -33 | 5 | -1.5 | -4 | 2.6 | -1.2 | -11 | -2 | 0.7 |
| O=[N+]([O-])c1ccc2c(c1)C=C1CCCCC1(N1CCCC1)O2 (stereo not given) | 43 | 5 | 0.2 | -16 | -1.0 | 2.3 | 9 | 0 | 0.1 |
| O=C(NC1CCCCC1)C(c1ccccc1)N1CCOCC1 (stereo not given) | 13 | -1 | 0.7 | -5 | -0.6 | -0.7 | -5 | 0 | 0.0 |
| CCCSc1oc(-c2ccco2)nc1S(=O)(=O)c1ccccc1 | 34 | 5 | -0.3 | -6 | -2.1 | -0.4 | -14 | 2 | -0.8 |
| COc1ccc(/C=N/NC(=O)c2ccc(Cn3cc([N+](=O)[O-])cn3)o2)c(OC)c1C | -42 | 9 | 0.4 | -12 | 1.6 | 0.0 | -2 | 6 | -0.5 |
| CC1=C(C(=O)N2CCOCC2)C(c2c(C)cc(C)cc2C)NC(=S)N1 (stereo not given) | 15 | 10 | 0.5 | 7 | -0.1 | 0.9 | -7 | -1 | -0.2 |
| CCN1CCN(c2ccc(NC(=O)c3ccccc3F)cc2Cl)CC1 | -24 | 4 | -0.1 | -6 | 2.1 | -2.5 | 17 | 1 | 1.4 |
| O=C(c1cccs1)n1nc(-c2ccccc2)nc1NCc1ccc(F)cc1 | 20 | 2 | 0.1 | -3 | 0.5 | 1.8 | 1 | -3 | 1.2 |
| O=[N+]([O-])c1cccc(-c2cnc3ccccc3n2)c1 | 9 | 3 | -0.5 | 9 | 0.1 | 1.0 | -11 | 2 | 0.1 |
| COc1ccc(N=Cc2ccc[nH]2)cc1 | 12 | 3 | 0.4 | 6 | -0.4 | 0.9 | 32 | 0 | 1.1 |
| Cc1ccc(S(=O)(=O)NC(=O)NC(C)Cc2ccccc2)cc1 (stereo not given) | -4 | 4 | -0.5 | 0 | -0.2 | 0.9 | 26 | 2 | 0.1 |
| N=c1ccn(Cc2ccc(F)cc2)cc1 | 27 | 61* | -0.5 | -8 | 0.2 | 3.0 | -16 | 70* | 1.2 |
